MmCpn inh = M. maripaludis TRiC chaperonin inhibition; purified Mm-Cpn ATPase, ADP Transcreener TR-FRET; Potency, µM (titrated, usually from 76.9 µM), inactives show top-dose activity, negative = inhibition, most hits filed as inhibitors; actives 0.031% (n = 330,000); also: potency is read from the fitted curve at half-maximal effect; % is scaled to controls: 0 for no effect and ±100 for the full control effect; nearly all actives have a fitted effect of over 80% in size
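25 nM Mm-CPN + cpd, 10 min 37°C; + 10 uM ATP, 30 min 37°C; buffer 30 mM Tris pH 7.4, 100 mM KCl, 5 mM MgCl2, 1 mM DTT; Transcreener ADP HTRF detection 30 min RT.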
PTHR1 agonist = agonists of human PTHR1 parathyroid hormone receptor; HEK293 GP2 PTHR1 cells, GloSensor cAMP luminescence, 1 h; Q03431; actives 0.075% (n = 410,000); Potency, µM (highest dose often 115 µM), for the others: at the highest dose activation, usual class: activators; also: potency is read from the fitted curve at half-maximal effect; nearly all actives have a fitted effect of over 55% in size; some results filed as inactive show a strong effect at the top dose; inactives centre near -15; many of its hits are not listed in these tables
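HEK-293-derived GP2 cells expressing PTHR1 and a GloSensor cAMP reporter, 3,000/well, plated overnight, given luciferin plus IBMX (each 0.5 mM as added) for 1 h at 37 °C, then compound for 1 h at 37 °C. Luminescence was read after 15 min at room temperature.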
EPAC2 ag = agonists of human EPAC2 (RAPGEF4); EPAC2 activation, biochemical qHTS; response scale: 100% = 6.5 mM cAMP response; Potency, µM (top dose mostly 154 µM), for the others: at the highest dose activation, actives largely listed as activators; actives 0.079% (n = 360,000); AID 720711; also: potency is read from the fitted curve at half-maximal effect; nearly all actives have a fitted effect of over 50% in size
Target sequence (Q8WZA2 whole entry, looked up): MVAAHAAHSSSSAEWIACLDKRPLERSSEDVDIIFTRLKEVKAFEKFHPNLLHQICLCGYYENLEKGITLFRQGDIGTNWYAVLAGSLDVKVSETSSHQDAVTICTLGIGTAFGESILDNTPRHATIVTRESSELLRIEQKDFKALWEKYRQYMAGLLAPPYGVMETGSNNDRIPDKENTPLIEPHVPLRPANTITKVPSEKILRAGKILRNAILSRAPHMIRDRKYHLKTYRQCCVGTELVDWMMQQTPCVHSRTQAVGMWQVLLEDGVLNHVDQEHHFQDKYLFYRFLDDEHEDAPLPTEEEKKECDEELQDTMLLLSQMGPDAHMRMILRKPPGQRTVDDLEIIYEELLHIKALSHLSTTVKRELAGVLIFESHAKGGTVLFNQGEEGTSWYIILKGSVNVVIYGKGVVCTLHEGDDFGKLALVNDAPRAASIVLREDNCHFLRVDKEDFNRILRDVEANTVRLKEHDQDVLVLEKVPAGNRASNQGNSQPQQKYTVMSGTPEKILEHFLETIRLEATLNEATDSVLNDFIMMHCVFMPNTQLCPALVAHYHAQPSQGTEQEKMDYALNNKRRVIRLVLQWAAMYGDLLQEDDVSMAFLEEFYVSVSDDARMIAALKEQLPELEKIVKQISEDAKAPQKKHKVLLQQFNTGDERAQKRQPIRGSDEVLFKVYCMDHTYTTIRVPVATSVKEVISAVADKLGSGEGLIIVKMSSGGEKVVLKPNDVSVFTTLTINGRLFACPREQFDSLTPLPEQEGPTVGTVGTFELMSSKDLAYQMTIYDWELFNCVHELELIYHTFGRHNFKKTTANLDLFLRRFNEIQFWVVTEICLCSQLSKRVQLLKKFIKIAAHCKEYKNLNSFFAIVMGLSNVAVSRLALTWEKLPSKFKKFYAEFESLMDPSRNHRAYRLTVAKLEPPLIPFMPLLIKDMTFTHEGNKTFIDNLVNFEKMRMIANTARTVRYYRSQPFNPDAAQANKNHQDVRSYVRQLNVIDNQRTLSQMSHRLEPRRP
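EPAC2 (100 nM) mixed with Rap1B loaded with BODIPY-GDP (250 nM) plus 50 uM unlabeled GDP; compounds pinned in, 5 min RT, then read every 5 min for 30 min (ex 480, em 540 nm). Normalized to cAMP control.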
DRD3 agonist = activates the human D3 dopamine receptor | max activation, % | D3R DiscoveRx beta-arrestin cells, luminescence, 90 min | P35462 | actives 0.58% (n = 410,000); in the data active = max activation above about 30%; also: 0% is about no effect; mostly tested at two doses, the higher about 12 µM
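Agonist mode: compounds and dopamine controls were applied to plated cells for 90 min at 37 degrees C after an overnight attachment at 1500 cells/well. Luminescent read-out followed 30 - 60 minutes at room temperature with DiscoveRx detection reagent.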
CCT modulator = modulators of cytosolic chaperonin (CCT/TRiC) activity; AID 651819; activity change, % (concentration not given with the values), hits read low; purified chaperonin ATPase assay, HTRF ADP detection, 30 min; actives 0.3% (n = 360,000); in the data active = activity change below about -30%; also: % is scaled to controls: 0 for no effect and ±100 for the full control effect
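TRiC at 40 or 20 nM final (batch-dependent) in 30 mM Tris pH 7.4, 100 mM KCl, 5 mM MgCl2, 1 mM DTT, with compound at single 76 uM and 10 uM ATP, 30 min at 37 deg C. ADP detected by HTRF Transcreener, 665/615 ratio.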
DRD3 antagonist = antagonists of human D3 dopamine receptor | actives 2.5% (n = 360,000) | P35462 | D3R cells, DiscoveRx beta-arrestin luminescence, antagonist mode; active compounds read low | AID 652054 | max response, negative = inhibition, %; in the data active = max response below about -50%; inconclusive = no clear call, values can overlap the other calls; also: % is scaled to controls: 0 for no effect and ±100 for the full control effect; mostly tested at two doses, the higher about 12 µM
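Cells expressing the human receptor were seeded at 1500 cells/well, incubated overnight at 37 degrees C in 5% CO2, then exposed to library compounds with dopamine controls for 90 minutes at 37 degrees C before luminescent detection.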
Akt phos inh = Akt phosphorylation inhibition; Neuro2A IGF-stimulated pAkt S473 HTRF, 20 min; active compounds read low; activity change, % for hits at 50 µM; actives 0.32% (n = 360,000); in the data active = activity change below about -80%; inconclusive = mostly about -51% to -80%; also: % is scaled to controls: 0 for no effect and ±100 for the full control effect
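Single-point screen (50 µM final compound) in Neuro2A cells stimulated 20 min with 6 nM IGF at 37 deg C. After lysis, Ser473-phosphorylated Akt read by HTRF (ex 330 nm, em 615/665 nm) as the 665/615 ratio.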
EPAC2 antag = EPAC2 (human) antagonism | Q8WZA2 | EPAC2 GEF exchange of Rap1B-BODIPY-GDP, fluorescence | Potency, µM (doses to about 114 µM), inactives show top-dose activity, negative = inhibition, actives largely listed as inhibitors | actives 0.18% (n = 360,000) | AID 720708; also: potency is read from the fitted curve at half-maximal effect; % is scaled to controls: 0 for no effect and ±100 for the full control effect; nearly all actives have a fitted effect of over 45% in size; many of its hits are not listed in these tables
Starred values were filed as active, the others as inactive; i = inactive; ? = inconclusive; . = not tested or not shown; [ ] = remark or other dose. Unless noted, calls follow the shape of the dose curve; as a rule, active = well fitted curve in the direction sought with a large enough effect; inconclusive = small, poorly fitted or top-dose-only effect, or another doubt; inactive = no such curve, though single readings can be large; an effect the other way counts as inactive or inconclusive. These rows are one share of the data; count on the stated rates, not on these rows.

smiles,MmCpn inh,PTHR1 agonist,EPAC2 ag,DRD3 agonist,CCT modulator,DRD3 antagonist,Akt phos inh,EPAC2 antag
Cc1ccc2sc(NNC(=O)c3ccc4c(c3)OCCO4)nc2c1C,3%,20%,7%,1,-3.4,-10,i,1%
O=C(NCCCN1CCCC1=O)C1CCN(S(=O)(=O)c2cccc(Cl)c2Cl)CC1,1%,-6%,7%,-1,-1.8,-9,i,2%
COc1ccc(-n2nnc3c(=O)n(CC(=O)N4CCC(C)CC4)cnc32)cc1,2%,-1%,1%,-1,0.5,-16,i,11%
CN1CCC(N2CCN(C3CN(Cc4ccccc4)S(=O)(=O)C3)CC2)CC1 (stereo not drawn),.,-20%,4%,8,1.7,12,i,15%
O=C(CN1C(=O)C2C3c4ccccc4C(c4ccccc43)C2C1=O)Nc1cccc(C(=O)O)c1 (stereo not drawn),-4%,i,13%,0,2.5,3,i,12%
Cc1ccc(S(=O)(=O)NC(CC(C)C)C(=O)N2CCCC2)cc1 (stereo not drawn),1%,i,1%,0,0.0,2,i,5%
COC(=O)c1cccc2c1C(=O)c1cc([N+](=O)[O-])ccc1-2,.,i,-2%,-7,-1.4,-13,i,2%
Cc1nc(-c2cccc(S(=O)(=O)N3CCC(C)CC3)c2)cs1,-6%,-13%[57.5 µM],0%,-3,-0.9,0,i,-4%
COc1cccc(C(=O)N2CCN(S(C)(=O)=O)CC2)c1,0%,i,12%,0,1.9,7,i,6%
CCN(CC)c1ccc(N2C(=NC(=O)C3CC3)SC3CS(=O)(=O)CC32)cc1 (stereo not drawn),-4%,i,4%,0,-3.2,-7,i,17%
CCCN=C1N(C)C[C@@H]2[C@@H]3C(=O)N(C)C(=O)[C@@H]3[C@](C)(C(=O)OC)N12,0%,i,11%,-20,1.2,0,i,11%
Nc1nc(SC23CC4CC(CC(C4)C2)C3)ns1,0%,-22%,8%,-2,-1.4,9,i,4%
COc1cc(C2C(C#N)=C(N)N(c3cccnc3)C3=C2C(=O)CC(C)(C)C3)ccc1O (stereo not drawn),-2%,i,10%,4,-0.3,-12,i,1%
O=C(NC(NC(=S)Nc1ccc(Cl)cc1Cl)C(Cl)(Cl)Cl)c1cccc([N+](=O)[O-])c1 (stereo not drawn),1%,-46%[inhibitor][57.5 µM],10%,-2,1.0,-58*,i,2%
CCS(=O)(=O)N1CCC(C(=O)NCCCN2CCCCCC2)CC1,-4%,-37%[inhibitor][57.5 µM],9%,2,0.6,12,i,-2%
CC(=O)c1cccc(NC(=O)c2cnn(-c3ccccc3)c2C)c1,0%,-39%,5%,-1,1.7,-1,i,20%
CCN(CC)S(=O)(=O)c1ccc2oc(Nc3ccc(OC)cc3OC)nc2c1,0%,-50%[inhibitor],16%,-28,-2.5,0,i,-10%
COC(=O)[C@@H](NC(=O)c1ccccc1OC1CCN(S(C)(=O)=O)CC1)C(C)C,0%,i,13%,2,-1.0,-14,i,8%
O=C(CSc1ncn[nH]1)NCc1ccc(Cl)cc1,1%,i,8%,10,0.2,2,i,-6%
COc1ccc(C2C(C(=O)N3CCN(c4ccccc4)CC3)c3ccccc3C(=O)N2C)cc1 (stereo not drawn),-1%,-4%,2%,-4,-2.8,6,i,-2%
COC(=O)c1cccc(NC(=O)CC2NCCNC2=O)c1 (stereo not drawn),-1%,-16%,10%,-1,-1.0,-2,i,1%
O=C(c1cnc(Cl)c(Cl)c1)N1CCN(S(=O)(=O)c2ccc(F)cc2)CC1,0%,-32%,2%,3,0.4,-10,i,18%
CC1(c2ccccc2)CC(C)(C)N2C(=O)C(=O)c3cccc1c32 (stereo not drawn),4%,i,-5%,-15,2.1,-1,i,?
Cc1cc(C)cc(OC(C)C(=O)Nc2ccccc2C(=O)NCc2cccnc2)c1 (stereo not drawn),1%,i,9%,3,-4.8,-4,i,-6%
CC1=C(C#N)c2nc(N)c(C#N)c(C)c2/C1=C\c1ccc(-c2ccccc2C(=O)O)o1,-3%,-42%[inhibitor],19%,3,-2.7,-7,i,?
Cc1ccc2c(c1)N(CC(=O)NC1CCCC1)C(=O)c1cccnc1O2,1%,0%,-5%,5,1.7,8,i,-2%
O=c1oc(Nc2cccc(F)c2)nc2ccccc12,1%,i,3%,-1,-1.6,-10,i,3%
COc1ccc(CCC(C)NCC2CCCCC2)cc1 (stereo not drawn),-10%,8%,-2%,-11,-0.7,-70*,i,-13%
Cc1c(Br)c([N+](=O)[O-])nn1C(C)C(=O)NCc1ccco1 (stereo not drawn),2%,i,4%,6,-1.8,12,i,11%
COc1ccc(/C=C/c2c([N+](=O)[O-])c(=O)n(C)c(=O)n2C)cc1,-3%,-43%[inhibitor],-4%,-9,3.0,-4,i,3%
Cc1cc(OCC(=O)OCC(=O)NCc2cccs2)ccc1Cl,2%,-23%,-1%,-2,-33*,0,i,-7%
Cc1cccc(C)c1OCC(=O)N(Cc1cccs1)C1CCS(=O)(=O)C1 (stereo not drawn),-1%,18%,3%,-4,-0.3,1,i,1%
CN(c1ccccc1)c1nc2ccsc2c(=O)s1,-2%,-9%[57.5 µM],15%,0,0.4,-17,i,-4%
CCc1ccccc1NC(=O)c1ccc(-c2csc(C)n2)cc1,-12%,i,0%,-2,-0.5,19,i,4%
NC(=O)C1CCCN(C(=O)CN2C(=O)NC(c3ccccc3)(c3ccccc3)C2=O)C1 (stereo not drawn),-1%,i,2%,6,-0.8,1,i,11%
CCCCn1c(C)cc(/C=C(\C#N)C(=O)O)c1C,-1%,i,3%,-5,-4.0,-9,i,1%

Brought forward from above: 7 entries, then new ones.
smiles,MmCpn inh,PTHR1 agonist,EPAC2 ag,DRD3 agonist,CCT modulator,DRD3 antagonist,Akt phos inh,EPAC2 antag
COc1ccc(/C=C/c2c([N+](=O)[O-])c(=O)n(C)c(=O)n2C)cc1,-3%,-43%[inhibitor],-4%,-9,3.0,-4,i,3%
Cc1cc(OCC(=O)OCC(=O)NCc2cccs2)ccc1Cl,2%,-23%,-1%,-2,-33*,0,i,-7%
Cc1cccc(C)c1OCC(=O)N(Cc1cccs1)C1CCS(=O)(=O)C1 (stereo not drawn),-1%,18%,3%,-4,-0.3,1,i,1%
CN(c1ccccc1)c1nc2ccsc2c(=O)s1,-2%,-9%[57.5 µM],15%,0,0.4,-17,i,-4%
CCc1ccccc1NC(=O)c1ccc(-c2csc(C)n2)cc1,-12%,i,0%,-2,-0.5,19,i,4%
NC(=O)C1CCCN(C(=O)CN2C(=O)NC(c3ccccc3)(c3ccccc3)C2=O)C1 (stereo not drawn),-1%,i,2%,6,-0.8,1,i,11%
CCCCn1c(C)cc(/C=C(\C#N)C(=O)O)c1C,-1%,i,3%,-5,-4.0,-9,i,1%
Cc1ccc(S(=O)(=O)NC(C)C(=O)Nc2cccc([N+](=O)[O-])c2)cc1 (stereo not drawn),0%,i,11%,-20,-1.3,-22,i,-7%
Cc1ccsc1CNC(=O)C1(C)CCN1C(C)C (stereo not drawn),.,5%,7%,4,-1.4,11,i,10%
O=C(C1CC(=O)N(c2ccc3c(c2)OCCO3)C1)N1CCN(S(=O)(=O)c2cccc(F)c2)CC1 (stereo not drawn),.,-34%,10%,-5,-2.6,2,i,-3%
O=C(Nc1cc(Cl)ccc1Oc1ccccc1)c1ccc(F)cc1,-1%,-18%,-7%,-4,0.6,-14,i,-19%
COc1cc2nc(N(CCN(C)C)C(=O)c3ccc4ccccc4c3)sc2cc1OC,-2%,i,0%,-16,0.9,2,i,-5%
COc1ccc(CCNC(=O)CN2C(=O)c3cccc4cccc(c34)C2=O)cc1OC,3%,i,-5%,2,0.6,8,i,-5%
O=C(CN1CCN(CCN2C(=O)c3cccc4cccc(c34)C2=O)CC1)c1ccc(F)cc1,3%,i,-4%,-38,-0.7,?,i,7%
CC(C)=CCCC(C)CCO (stereo not drawn),3%,-21%,2%,-26,-2.3,-27,i,-2%
Cc1ccc(-n2c(C)nn(CC3CC3)c2=O)cc1,1%,i,3%,3,-0.4,-9,i,8%
O=C1c2cccc(OCC(=O)N3CCCc4ccccc43)c2CCN1Cc1ccc(Br)cc1,-6%,-14%,13%,3,1.1,9,i,-7%
O=C(c1ccc2ccccc2c1)N1CCN(c2ccccc2)CC1,.,i,5%,2,0.3,-17,i,2%
Cc1cc(=O)n(CC(=O)Nc2cc(Cl)ccc2C)c(C(C)C)n1,-1%,i,4%,3,0.8,0,i,-6%
Cc1cc(C)nc(NS(=O)(=O)c2ccc(NC(=O)c3ccc(O)cc3O)cc2)n1,-7%,i,0%,4,0.2,18,i,-6%

High-throughput results deposited in PubChem by National Center for Advancing Translational Sciences (NCATS).
